Source: PubChem BioAssay
EPAC2 antag: blocks human EPAC2 exchange factor; Q8WZA2; EPAC2 GEF exchange of Rap1B-BODIPY-GDP, fluorescence; Potency, µM (highest dose often 114 µM), without a hit: top-dose activity, negative = inhibition, usual class: inhibitors; 360,000 compounds, 0.18% hits; note: % is set by controls: 0 for no effect and ±100 for the full control effect; nearly all actives have a fitted effect of over 45% in size; many of its hits are not listed in these tables
EPAC1 agonist: EPAC1 (human) agonism; O95398; EPAC1 agonist qHTS, biochemical assay; response scale: 100% = response to 6.5 mM cAMP; Potency, µM (top dose mostly 154 µM), for inactives: top-dose activation, actives largely listed as activators; 360,000 compounds, 0.073% hits; AID 720707; note: nearly all actives have a fitted effect of over 60% in size
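Fluorescent GDP-exchange assay: 100 nM EPAC1 with 250 nM Rap1B preloaded with BODIPY-GDP and 50 uM GDP; compounds tested as concentration series, 5 min at room temperature, then read every 5 min for 30 min (ex 480/em 540 nm); normalized to 6.5 mM cAMP.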
PTHR1 ag: PTHR1 (human) receptor agonism | Q03431 | HEK293 GP2 PTHR1 cells, GloSensor cAMP luminescence, 1 h | Potency, µM (doses to about 115 µM), without a hit: at the top dose activation, actives largely listed as activators | 410,000 compounds, 0.075% hits | AID 743266; note: nearly all actives have a fitted effect of over 55% in size; some results filed as inactive show a strong effect at the top dose; inactives centre near -15; many of its hits are not listed in these tables
Target sequence (Q03431 whole entry, looked up): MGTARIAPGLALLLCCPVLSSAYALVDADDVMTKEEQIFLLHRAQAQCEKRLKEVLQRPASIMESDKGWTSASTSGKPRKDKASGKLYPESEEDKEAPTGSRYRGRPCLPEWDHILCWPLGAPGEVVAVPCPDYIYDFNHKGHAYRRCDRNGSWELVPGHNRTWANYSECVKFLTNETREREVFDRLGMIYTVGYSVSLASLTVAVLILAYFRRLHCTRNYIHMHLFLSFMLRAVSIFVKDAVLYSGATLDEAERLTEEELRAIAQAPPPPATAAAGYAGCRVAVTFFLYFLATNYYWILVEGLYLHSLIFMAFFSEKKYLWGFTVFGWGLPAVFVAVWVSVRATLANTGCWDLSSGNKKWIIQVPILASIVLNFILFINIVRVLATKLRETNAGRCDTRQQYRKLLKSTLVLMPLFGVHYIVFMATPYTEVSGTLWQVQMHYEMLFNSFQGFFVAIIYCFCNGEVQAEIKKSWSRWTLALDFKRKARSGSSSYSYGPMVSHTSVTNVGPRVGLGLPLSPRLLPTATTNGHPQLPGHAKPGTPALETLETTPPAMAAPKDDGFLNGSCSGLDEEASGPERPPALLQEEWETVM
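HEK-293-derived GP2 cells expressing PTHR1 and a GloSensor cAMP reporter, 3,000/well, plated overnight, given luciferin plus IBMX (each 0.5 mM as added) for 1 h at 37 °C, then compound for 1 h at 37 °C. Luminescence was read after 15 min at room temperature.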
EPAC1 antagonist: blocks human EPAC1 exchange factor; EPAC1 GEF assay, Rap1b-BODIPY-GDP exchange fluorescence; Potency, µM (titrated, usually from 115 µM), inactives show top-dose activity change, negative = inhibition, hits mostly inhibitors; AID 720709; O95398; 360,000 compounds, 0.14% hits;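 note: plate controls were vehicle for no effect and positive control for full effect; nearly all actives have a fitted effect of over 50% in size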
FUS yeast rescue: suppressors of FUS proteinopathy in yeast; AID 1347120; Potency, µM (titrated, usually from 76.6 µM), for the others: top-dose growth rescue (activation), usual class: activators; S. cerevisiae FUS-expressing, growth rescue, OD600, 24 h; 390,000 compounds, 0.24% hits;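 note: plate controls were DMSO vehicle for no effect and reference control for full effect; nearly all actives have a fitted effect of over 55% in size; some results filed as inactive show a strong effect at the top dose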
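Steps: raffinose overnight preculture; dilution to OD 0.005 in 2% galactose minimal medium; compound addition (concentration series); 24hr at 30C, 99% humidity; absorbance read at 600 nm.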
EPAC2 agonist: agonists of human EPAC2 (RAPGEF4). EPAC2 activation, biochemical qHTS; response scale: 100% = 6.5 mM cAMP response. Potency, µM (titrated, usually from 154 µM), for inactives: at the top dose activation, most hits filed as activators. 360,000 compounds, 0.079% hits; note: nearly all actives have a fitted effect of over 50% in size
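Nucleotide exchange monitored as fluorescence drop when BODIPY-GDP leaves Rap1B. Reaction: 100 nM EPAC2, 250 nM RAP1B-BODIPY-GDP, 50 uM GDP, room temperature, kinetic read over 30 min. Activity expressed relative to 6.5 mM cAMP.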
aSyn yeast inh: inhibitors of alpha-synuclein toxicity in yeast. Yeast expressing alpha-synuclein, growth rescue, BacTiter-Glo, 24 h. Potency, µM (highest dose often 46.1 µM), inactives show at the top dose growth rescue (activation), most hits filed as activators. 370,000 compounds, 0.14% hits. AID 652106; note: % of control where 0% means no effect; nearly all actives have a fitted effect of over 65% in size
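Readout is rescue of growth in alpha-synuclein-expressing yeast, so inhibitors of toxicity appear as activators. Growth after 24 hr at 30 deg C in galactose medium is quantified by luminescence.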
TDP-43 yeast inh: TDP-43 toxicity inhibition in yeast; TDP-43 expressing yeast growth rescue, BacTiter-Glo, 24 h; Potency, µM (top dose mostly 46.1 µM), without a hit: top-dose growth rescue (activation), hits mostly activators; 410,000 compounds, 1.8% hits; AID 652104; note: % of control where 0% means no effect; nearly all actives have a fitted effect of over 50% in size
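Luminescence from BacTiter-Glo reports growth of TDP-43-expressing yeast after 24 hr at 30 deg C with compound. Cells were raffinose-pregrown to mid-log, then seeded in galactose medium at OD600=0.02.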
* = called active by the depositor; i = inactive; ? = inconclusive; nt = not tested or not shown; [ ] = another dose, or the depositor's remark. Calls come from the whole dose curve; as a rule, active = well fitted curve in the direction sought with a large enough effect; inconclusive = small, poorly fitted or top-dose-only effect, or another doubt; inactive = no such curve, though single readings can be large; an effect the other way counts as inactive or inconclusive. Potency is the fitted concentration of half-maximal effect. An excerpt. The share of hits here may be higher or lower than overall.

smiles	EPAC2 antag	EPAC1 agonist	PTHR1 ag	EPAC1 antagonist	FUS yeast rescue	EPAC2 agonist	aSyn yeast inh	TDP-43 yeast inh
O=C(CCCn1nnnc1CN1CCOCC1)N1CCC(c2ccccc2F)C1 (centres undefined)	4%	7%	i	3%	7%	2%	-8%	8%
Cc1ccc2nc(NC3=NC4(CCCC4)C4=C(CCCC4=O)N3)oc2c1	3%	14%	-81%[inhibitor]	-20%	16%	7%	nt	nt
COc1cc(CN2CCc3ccc(NC(=O)CCc4ccccc4OC)cc3C2)ccc1O	-5%	-2%	i	18%	18%	12%	-5%	?
O=C(CSc1ccc(F)cc1)NCCSc1ccccc1	-15%	-5%	-21%	-1%	2%	10%	6%	13µM*
O=C(CCN1C(=O)C2C3C=CC(C3)C2C1=O)N1CCN(c2ccccc2Cl)CC1 (centres undefined)	15%	-5%	-13%	4%	nt	12%	-3%	8%
CC(C)(C)c1ccc(CC(=O)N2CCC2(C)C(=O)Nc2ccc3[nH]ncc3c2)cc1 (centres undefined)	-25%	-15%	-32%[inhibitor]	-18%	?	4%	?	0%
COC(=O)c1ccc(NC(=O)c2cn(-c3ccccc3)nc2-c2ccncc2)cc1	-10%	0%	13%[57.5 µM]	-17%	18%	18%	3%	18%
Cc1ccc(/C=C2/NC(=O)[C@H](C)NC2=O)cc1	-5%	12%	?	-20%	-25%	6%	-6%	1%
Cc1occc1C(=O)Nc1ccc2ccccc2c1	11%	8%	-4%[57.5 µM]	5%	25%	15%	-22%	?
O=C(CCc1nc2ccccc2s1)Nc1ccccc1	-14%	-1%	-16%	-20%	nt	8%	0%	-2%
COc1ccc(/C=N/NC(=O)c2cccnc2)cc1CN1CCCc2ccccc21	-5%	24%	i	?	37%	17%	10%	23%
COc1cc(NC(=O)COC(=O)/C=C/c2c(C)nn(-c3ccc(F)cc3)c2Cl)cc(OC)c1	-6%	5%	-13%	-8%	26%	10%	0%	0%
Cc1cccc(COC[C@H](Cc2ccccc2)N2CCN(C(=O)c3ccc(C(F)(F)F)cc3)CCC2=O)c1	-27%	-19%	-39%[inhibitor]	-23%	?	6%	?	7%
Cc1ccccc1NC(=O)C(=O)NC(C)CCc1ccccc1 (centres undefined)	-1%	11%	i	1%	-13%	5%	4%	19%
CCC(C)C1C(C#N)=C(N)Oc2n[nH]c(C)c21 (centres undefined)	-3%	-11%	-36%[inhibitor]	5%	-20%	1%	-5%	?
Cc1cccc(N2C(=S)NC3c4ccccc4OC2(C)C3C(=O)N(C)C)c1 (centres undefined)	-11%	0%	i	-8%	7%	-5%	1%	16%[9.22 µM]
O=C(OCc1cc2ccccc2[nH]c1=O)c1ccc([N+](=O)[O-])cc1	-9%	15%	i	-6%	-14%	5%	-8%	7%
CCOc1ccc(/C=N/NC(=O)CN2CCSCC2)cc1	0%	1%	i	-3%	-21%	1%	10%	16%
N#C/C(=C\c1cccc(Oc2ccc(C(F)(F)F)cc2[N+](=O)[O-])c1)c1nc2ccccc2[nH]1	-21%	-7%	-18%[57.5 µM]	-5%	-12%	0%[15.6 µM]	-7%	-7%
Cc1ccc(CNC(=O)C2CCN(c3nn4c(=O)cc(C)nc4s3)CC2)cc1	-17%	-5%	-18%	5%	18%	9%	-7%	-2%
C/C(=N\NC(=O)c1cc(C)nc2ccccc12)c1cccs1	-1%	8%	-10%	-21%	-24%	6%	-5%	15%
CCOC(=O)c1c(NC(=O)CN2CCCc3ccccc32)sc(C(C)=O)c1C	4%	12%	14%	-22%	nt	0%	-1%	12%
CN(C(=O)c1cccc(S(=O)(=O)N2CCCC2)c1)C1CCCCC1	6%	0%	-26%	-10%	-7%	-1%	-7%	-10%
O=C1NC(O)(c2ccccc2)Oc2ccccc21 (centres undefined)	10%	4%	-38%[inhibitor]	-6%	-8%	3%	nt	nt
O=C(CSc1nnc(NC(=O)C2CC(=O)N(c3ccccc3)C2)s1)NC1CCCC1 (centres undefined)	-5%	8%	i	10%	nt	0%	3%	0%
Cc1nnc(SCc2nnc(-c3cccs3)o2)s1	5%	-4%	i	-3%	10%	5%	-6%	6%
O=C1C=C(O)c2cccc(O)c2C1=O	4%	-27%	-22%	-24%	-4%	-5%	-7%	-12%
O=C(CSc1ncn[nH]1)Nc1ccc([N+](=O)[O-])cc1Br	5%	-23%	i	-18%	17%	-8%	-2%	-9%[9.22 µM]
Cc1nn(C(=O)c2ccc3c(c2)OCO3)c(N)c1-c1ccccc1	-18%	6%	-95%[inhibitor]	-1%	-5%	16%	-31%[inhibitor]	-9%
Cc1ccccc1Cn1nc(C)c(NC(=O)c2noc3c2CC(C(C)(C)C)CC3)c1C (centres undefined)	-9%	-14%	-18%[57.5 µM]	?	?	-3%	5%	-14%
CCC(=O)NNC(=S)NC(=O)c1ccc(C)cc1	-13%	-7%	i	-24%	-10%	9%	?	20µM*
COc1cc2c(C(=O)Nc3ccccc3F)cn(C)c(=O)c2cc1OC	-1%	-2%	-8%	1%	-11%	-1%	-11%	13%
CCOc1ccc(C2C3=C(CC(C)(C)CC3=O)N(CCCOC)C3=C2C(=O)CC(C)(C)C3)cc1OC	-2%	0%	-17%	4%	-13%	5%	-1%	2%
O=C(Nc1cccnc1)c1cc(-c2ccc(Br)cc2)on1	1%	1%	i	10%	-23%	5%	-14%	7%
COc1ccc2cc(CCOC3CCCCO3)ncc2c1 (centres undefined)	-19%	1%	-54%[inhibitor]	-2%	1%	1%	0%	0%
CCN(c1ccccc1)S(=O)(=O)c1cccc(C(=O)Nc2cccc(C)n2)c1	-4%	6%	-16%	-6%	14%	10%	-16%	?

Part of the list above, with values under each structure.
Below each compound: EPAC2 antag	EPAC1 agonist	PTHR1 ag	EPAC1 antagonist	FUS yeast rescue	EPAC2 agonist	aSyn yeast inh	TDP-43 yeast inh
COc1cc2c(C(=O)Nc3ccccc3F)cn(C)c(=O)c2cc1OC
→ -1%	-2%	-8%	1%	-11%	-1%	-11%	13%
CCOc1ccc(C2C3=C(CC(C)(C)CC3=O)N(CCCOC)C3=C2C(=O)CC(C)(C)C3)cc1OC
→ -2%	0%	-17%	4%	-13%	5%	-1%	2%

Next section
smiles	EPAC2 antag	EPAC1 agonist	PTHR1 ag	EPAC1 antagonist	FUS yeast rescue	EPAC2 agonist	aSyn yeast inh	TDP-43 yeast inh
Cc1ccc(-n2cc(CN(C)Cc3nccn3C)c(-c3ccc(F)cc3)n2)cc1	?	0%	i	-11%	9%	2%	8%	-16%
CCNc1nc(Oc2c(Cl)cccc2Cl)cc(C(F)(F)F)n1	-1%[57.1 µM]	-9%	-3%[57.5 µM]	-3%	1%	-7%	-14%	0%
Cc1cc(NC(=O)c2c(Cl)cnn2C)no1	-1%	-4%	-38%[inhibitor]	2%	-7%	0%	0%	-14%
Cn1nccc1C(=O)N1CCN(S(=O)(=O)c2ccc(Br)s2)CC1	16%	4%	-64%[inhibitor]	10%	nt	-2%	-1%	-22%
CCOc1ccccc1-n1c(SCC(=O)Nc2nccs2)nnc1-c1ccoc1C	-13%	8%	-27%[57.5 µM]	-12%	16%	-4%	-2%	0%
O=[N+]([O-])c1nn(-c2ccc3c(c2)OCCO3)n(O)c1=NC1CCCCC1	-7%	-6%	-52%[inhibitor]	-26%	19%	7%	14%	7.9µM*
CSCCC(=O)N1C(C)CCCC1C(=O)O (centres undefined)	-3%[57.1 µM]	-6%	i	4%	-20%	-8%	2%	4%
O=C(Nc1ccc2c(c1)OCCO2)c1ccncc1	3%	0%	-14%	-16%	10%	1%	3%	-3%
CN(C)CCn1c2c(c(SCC(=O)Nc3ccc4c(c3)OCCO4)nc1=O)CCCC2	-1%	6%	i	-4%	-6%	-4%	0%	12%
CCc1nnc(NC(=O)C2CCCN(S(=O)(=O)c3ccccc3)C2)s1 (centres undefined)	2%	-4%	i	9%	9%	4%	4%	-7%
CCC(C)(C)NC(=O)C(C)OC(=O)c1nsc(Cl)c1Cl (centres undefined)	2%	7%	i	5%	15%	10%	-3%	-16%
CCOC(=O)c1ccc(NC(=S)NCC(O)c2ccccc2)cc1 (centres undefined)	-3%	-6%	-10%	-2%	nt	-7%	0%	15%
COc1cc(CCC(=O)NCC2CCCO2)cc(OC)c1OC (centres undefined)	2%	-3%	-18%	-22%	-20%	1%	11%	3%
CCC(=O)NCC(c1cccs1)S(=O)(=O)c1ccc(C)cc1 (centres undefined)	1%	8%	i	7%	4%	9%	6%	10%
O=C(Nn1cnnc1)c1cc2c(s1)CCCC2	1%	1%	i	-3%	1%	-8%	0%	-10%
Cc1nccn1CCCNC(=O)CC1C(=O)NCCN1Cc1ccc(F)cc1Cl (centres undefined)	-15%	-1%	i	-6%	-1%	12%	-6%	-1%
Nc1c(C(=O)Nc2ccc(S(=O)(=O)N3CCCC3)cc2)sc2nc3cc4c(cc3cc12)CCC4	30%	6%	-4%	4%	?	12%	1%	2%
COc1cccc(C(=O)Oc2ccc3ccc(O)cc3c2)c1	-4%	12%	0%	-17%	-21%	24%	-1%	20µM*
COc1ccc(-c2csc(NC(=O)c3ccc(S(=O)(=O)N4CCc5ccccc5C4)cc3)n2)c(OC)c1	-1%	8%	i	-14%	nt	15%	-2%	-5%
O=C(CCN1C(=O)C2CCCCC2C1=O)Nc1nc(-c2ccccc2)cs1 (centres undefined)	7%	14%	-30%	-6%	-12%	1%	1%	20%
CCOC(=O)C1CCCN(CC(=O)Nc2cc(C)cc(C)c2)C1 (centres undefined)	1%	-5%	-17%	-1%	-8%	4%	-1%	4%
COc1ccc(C(=O)NNC(=O)CCn2nnc(-c3ccc(Cl)cc3)n2)cc1OC	-2%	-7%	i	3%	-10%	16%	-5%	-6%
CC1CC(=O)N(CC(=O)Nc2ccc(F)cc2F)c2ccccc2S1 (centres undefined)	nt	nt	i	nt	-5%	nt	-11%	?
O=C(NCc1ccc2c(c1)OCO2)c1ccc2snnc2c1	-2%	0%	i	0%	3%	0%	-46%[inhibitor]	?
C=CCN1C(=O)c2ccc(C(=O)N(CC)CC(=O)Nc3cc(Cl)ccc3C)cc2C1=O	-5%	-28%	-39%[inhibitor]	-6%	41%	15%	-6%	4%
